Source: PubChem BioAssay
NCOA2 inhibitor: inhibits human steroid receptor coactivator 2; Q15596; HEK293 GAL4-SRC2 luciferase reporter, luminescence; inhibition, % at 9 µM; hit rate 0.17% among 370,000; AID 651957;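 active means inhibition above the mean inhibition of all tested compounds plus 3 SD, set per campaign, cut at about 52% in these data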;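 further: 0% = DMSO treated cells and 100% = cells given Gossypol at 36 µM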
SRC1 inh: inhibits human SRC1 coactivator; Q15788; HEK293 GAL4-SRC1 luciferase reporter, luminescence; inhibition, % at 3.6 µM; hit rate 0.12% among 360,000; AID 588354;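 active means inhibition above the campaign mean plus 3 SD, with each screening campaign given its own cutoff, cut at about 60% in these data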;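 further: 0% = DMSO treated cells and 100% = gossypol at 36 µM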
SRC3 inh: human NCOA3 inhibition. Q9Y6Q9. HEK293 GAL4-SRC3 luciferase reporter, luminescence. AID 588352. inhibition, % at 3.6 µM. hit rate 0.17% among 360,000;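 active means inhibition above a per-campaign cutoff, the mean of all compounds plus 3 SD, cut at about 60% in these data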;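 further: 0% = DMSO-treated cells and 100% = gossypol-treated cells at 36 µM; higher means less SRC3-driven luciferase light from the GAL4 reporter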
Vif inh: blocks HIV Vif function. inhibition, % at 7.49 µM. AID 602346. hit rate 0.35% among 340,000. HEK293T cells, Vif self-association by quenched fluorescence, imaging, 24 h; in the data active means inhibition above about 50%, passing the limit was not always enough; further: some results filed as inactive read as strong as hits
COUP-TFII inh: NR2F2 (human) inhibition, primary screen | AID 686940 | HEK293T NGFI-A luciferase reporter, luminescence | inhibition, % at 8.6 µM | P24468 | hit rate 0.7% among 370,000;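 active means inhibition above a per-plate cutoff, mean inhibition of test wells between control levels plus 3 SD, cut at about 38% in these data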;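 further: cells cotransfected with COUP-TFII expression vector driving the NGFI-A reporter; 0% = median of COUP-TF2 test wells and 100% = reporter-only cells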
NR5A2 inv ag: NR5A2 inverse agonism in reporter assay; O00482; HEK293T StAR-luciferase reporter, LRH-1 transfected, 24 h; inhibition, % at 3.6 µM; hit rate 0.13% among 360,000;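 active means inhibition above the mean inhibition of all tested compounds plus 3 SD, cut at about 73% in these data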;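 further: 0% = DMSO wells and 100% = reporter-only cells lacking LRH-1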
C8 TRAIL sens: caspase-8 TRAIL sensitization; NB7+C8 cells + TRAIL, ATPlite viability luminescence; hit rate 1% among 360,000; AID 624354; inhibition (viability loss, TRAIL sensitization), % at 10 µM;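 active means compounds causing at least 50% loss of cell viability in the single-dose screen, relative to plate controls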
TLR9-MyD88 inh: blocks human TLR9 binding to MyD88 | Q9NR96+Q99836 | CHO BLA complementation TLR9-MyD88, CCF4 FRET ratio | inhibition, % at 4.98 µM | hit rate 0.21% among 340,000 | AID 504734;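 active means inhibition above the mean over all tested compounds plus 3 SD, cut at about 21% in these data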;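 further: 0% = DMSO only wells and 100% = clavulanate BLA inhibitor control wells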
EBV LMP1 NFkB: Epstein-Barr LMP1 NF-kappaB reporter inhibition; LMP1-induced NF-kappaB luciferase reporter cells, luminescence; inhibition, % at 12.5 µM; hit rate 0.69% among 350,000; AID 504558; in the data active means inhibition above about 41%;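 further: 0% = neutral control wells and 100% = reference inhibitor control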
NOD2-RIPK2 inh: NOD2-RIPK2 protein interaction inhibition. O43353. CHO BLA complementation NOD2-RIPK2, CCF4 ratio. inhibition, % at 4.98 µM. hit rate 0.38% among 360,000; in the data active means inhibition above about 21%;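 further: 0% = vehicle only and 100% = reference blocker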
TROY NFkB inh: inhibitors of TROY-dependent NF-kB signaling; hit rate 0.98% among 360,000; inhibition, % at 10 µM; Q293 LMP1-TROYcd NF-kB luciferase reporter, 4 h; AID 1347056;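 active means compounds whose plate-normalised and pattern-corrected inhibition of the luciferase reporter signal at the single screening dose is 50% or more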
Numbers without * were called inactive; . = not tested or not shown. Not all compounds are listed, so the mix of outcomes need not match the whole.

SMILES	NCOA2 inhibitor	SRC1 inh	SRC3 inh	Vif inh	COUP-TFII inh	NR5A2 inv ag	C8 TRAIL sens	TLR9-MyD88 inh	EBV LMP1 NFkB	NOD2-RIPK2 inh	TROY NFkB inh
COc1ccc(-n2c(=O)[nH]c3cc(C(=O)NCCc4ccc(OC)c(OC)c4)ccc3c2=O)c(OC)c1	-11	9	-2	-11	-6	0	4	4	2	0	4
COC(=O)Cc1ccc(NC(=S)NCCSc2ccc(C)cc2)cc1	2	11	21	0	4	7	-1	0	2	-10	18
CCc1nc2ccc(C(=O)NCCC(C)C)cn2c1N(CC)CCN(C)C	-25	0	4	19	-12	-4	3	.	.	-9	-13
CCc1cc(=O)oc2c(C)c(OCC(=O)N3CCC[C@@H]3C(=O)O)ccc12	-11	11	7	10	-5	6	-11	4	-8	-9	-15
C[C@H]1CN([C@@H](C)CO)C(=O)CCCn2nncc2CO[C@H]1CN(C)C(=O)C1CCCCC1	5	26	-12	9	-5	7	2	-8	1	3	-4
O=C(c1ccc(Br)cc1)C1CCc2occc2C1=O (stereo not drawn)	-37	-24	4	-4	-24	-15	-3	3	-6	-1	-11
O=C(Cc1ccccc1)Nc1ccccc1C(=O)N1CCCCCC1	-11	1	-3	-16	1	-1	-7	2	8	-10	-13
COC(=O)/C(=C\Nc1ccc(OC)cc1)NC(=O)c1ccc(Cl)cc1Cl	-4	8	-3	-11	3	-4	-2	1	-5	-11	.
Cc1nnc(SCc2cnc(-c3ccccc3)o2)[nH]c1=O	-34	-9	9	.	4	-8	16	3	-5	-4	4
COc1ccc(CNS(=O)(=O)c2ccc(-c3ccc(=O)[nH]n3)o2)cc1	-16	3	1	-1	5	0	-19	0	0	0	0
Cc1onc(-c2ccccc2Cl)c1C(=O)NC(=S)Nc1ccc(C(C)(C)C)cc1	-1	13	2	-1	2	-5	-8	-4	-2	3	15
Cc1nc2ccccc2c(=O)n1NC(=O)c1ccco1	-48	-8	17	9	-1	6	8	-4	-7	-6	-8
CC1(C)CC(=O)C(C(C2=C(O)CC(C)(C)CC2=O)c2ccco2)C(=O)C1 (stereo not drawn)	-25	-20	2	1	1	-1	0	3	12	-12	-37
O=C(CCCC1=NS(=O)(=O)c2ccccc2N1)N1CCN(c2ccc([N+](=O)[O-])cc2)CC1	-9	-10	-4	4	-12	11	-5	-1	-1	-1	5
CC(C)(C)c1cc(NCc2ccccn2)n2ncc(-c3ccc(Cl)cc3)c2n1	11	8	18	13	-26	-4	14	0	-7	-15	-21
Cc1cccc(NC(=O)COC(=O)C2C3CC4OC(=O)C2C4C3)c1C (stereo not drawn)	0	9	-28	-4	11	-10	4	4	-3	1	-20
CCOC(=O)C1(CCCc2ccccc2)CCN(C(=O)c2cnc(C)cn2)CC1	-3	-6	3	10	15	6	-9	5	0	1	6
COc1ccc(NC(=S)N2CCN(C(=O)C3CCCO3)CC2)c(OC)c1 (stereo not drawn)	-10	14	-7	3	-4	10	-3	2	4	-8	2
CC(OC(=O)CCOc1ccccc1)C(=O)NC1CC1 (stereo not drawn)	-35	14	-7	-5	-14	-8	-7	-2	0	-6	-7
CC(=O)N1c2ccccc2C(=O)C1N1CCCCC1 (stereo not drawn)	-15	-34	-6	-5	12	12	-15	3	-7	-9	5
O=C(O)/C=C/C(=O)NNC(=O)c1ccc(Br)cc1	-5	-22	4	-11	-1	-21	-11	1	-11	3	-34
Cc1ccc2c(C)c(C(=O)N3CCC(N4CCC(C(=O)NC5CC5)CC4)CC3)oc2c1	-3	-16	3	-2	-12	4	-5	1	-4	-1	6
COCCNC(=O)c1ccccc1NC(=O)CN(c1ccc2c(c1)OCO2)S(C)(=O)=O	-16	-12	-29	-3	-6	-3	-5	-10	-9	-10	10
COC(=O)C1C(=O)c2c([nH]c(C(=O)OCC3CCCO3)c2C)CC1C (stereo not drawn)	-30	-68	-68	-1	-37	-51	42	4	-25	1	-40
Cc1ccc(C2=CC(c3ccc(N(C)C)cc3)n3nnnc3N2)cc1 (stereo not drawn)	6	-23	-20	14	-18	-12	17	6	31	16	14
CCc1ccccc1OCC(=O)Nc1ccc(N2CCCC2)cc1C	-21	-8	3	-4	-2	-40	-11	-7	5	-3	3
CC(=O)c1cc2c(cc1NS(=O)(=O)c1ccccc1F)OCO2	4	-40	21	12	-9	-5	0	-9	-7	-18	7
O=S(=O)(c1cc(Cl)ccc1Cl)N1CCc2ccccc21	-27	11	-13	21	-8	-2	6	-1	11	-13	14
CSc1nnc(SCC(=O)Nc2ccc3[nH]c(=O)[nH]c3c2)s1	-1	-7	-4	14	5	16	4	-9	1	-12	-12
Cc1cc(C)c(C)c(S(=O)(=O)NC2CCN(Cc3ccccc3)CC2)c1C	10	2	3	-5	12	-4	42	-2	-4	8	13

15 entries from above, with two lines to a compound.
Screens in order: NCOA2 inhibitor	SRC1 inh	SRC3 inh	Vif inh	COUP-TFII inh	NR5A2 inv ag	C8 TRAIL sens	TLR9-MyD88 inh	EBV LMP1 NFkB	NOD2-RIPK2 inh	TROY NFkB inh
CC1(C)CC(=O)C(C(C2=C(O)CC(C)(C)CC2=O)c2ccco2)C(=O)C1 (stereo not drawn)
→ -25	-20	2	1	1	-1	0	3	12	-12	-37
O=C(CCCC1=NS(=O)(=O)c2ccccc2N1)N1CCN(c2ccc([N+](=O)[O-])cc2)CC1
→ -9	-10	-4	4	-12	11	-5	-1	-1	-1	5
CC(C)(C)c1cc(NCc2ccccn2)n2ncc(-c3ccc(Cl)cc3)c2n1
→ 11	8	18	13	-26	-4	14	0	-7	-15	-21
Cc1cccc(NC(=O)COC(=O)C2C3CC4OC(=O)C2C4C3)c1C (stereo not drawn)
→ 0	9	-28	-4	11	-10	4	4	-3	1	-20
CCOC(=O)C1(CCCc2ccccc2)CCN(C(=O)c2cnc(C)cn2)CC1
→ -3	-6	3	10	15	6	-9	5	0	1	6
COc1ccc(NC(=S)N2CCN(C(=O)C3CCCO3)CC2)c(OC)c1 (stereo not drawn)
→ -10	14	-7	3	-4	10	-3	2	4	-8	2
CC(OC(=O)CCOc1ccccc1)C(=O)NC1CC1 (stereo not drawn)
→ -35	14	-7	-5	-14	-8	-7	-2	0	-6	-7
CC(=O)N1c2ccccc2C(=O)C1N1CCCCC1 (stereo not drawn)
→ -15	-34	-6	-5	12	12	-15	3	-7	-9	5
O=C(O)/C=C/C(=O)NNC(=O)c1ccc(Br)cc1
→ -5	-22	4	-11	-1	-21	-11	1	-11	3	-34
Cc1ccc2c(C)c(C(=O)N3CCC(N4CCC(C(=O)NC5CC5)CC4)CC3)oc2c1
→ -3	-16	3	-2	-12	4	-5	1	-4	-1	6
COCCNC(=O)c1ccccc1NC(=O)CN(c1ccc2c(c1)OCO2)S(C)(=O)=O
→ -16	-12	-29	-3	-6	-3	-5	-10	-9	-10	10
COC(=O)C1C(=O)c2c([nH]c(C(=O)OCC3CCCO3)c2C)CC1C (stereo not drawn)
→ -30	-68	-68	-1	-37	-51	42	4	-25	1	-40
Cc1ccc(C2=CC(c3ccc(N(C)C)cc3)n3nnnc3N2)cc1 (stereo not drawn)
→ 6	-23	-20	14	-18	-12	17	6	31	16	14
CCc1ccccc1OCC(=O)Nc1ccc(N2CCCC2)cc1C
→ -21	-8	3	-4	-2	-40	-11	-7	5	-3	3
CC(=O)c1cc2c(cc1NS(=O)(=O)c1ccccc1F)OCO2
→ 4	-40	21	12	-9	-5	0	-9	-7	-18	7

The listing continues:
SMILES	NCOA2 inhibitor	SRC1 inh	SRC3 inh	Vif inh	COUP-TFII inh	NR5A2 inv ag	C8 TRAIL sens	TLR9-MyD88 inh	EBV LMP1 NFkB	NOD2-RIPK2 inh	TROY NFkB inh
Cc1cccc(Nc2nnc(SCC(=O)c3ccc(Br)s3)s2)c1C	22	-4	-8	-2	3	1	-4	-8	6	0	-16
O=C(NCCc1ccc(Cl)cc1Cl)c1cc([N+](=O)[O-])c[nH]c1=O	-26	-7	-10	10	0	15	-14	5	2	-10	30
CC(=O)Nc1ccccc1NC(=O)C/C(C)=N/NC(=O)c1ccncc1	-1	1	1	1	-11	14	1	19	-1	-5	-7
Cc1cc(OCCN2CCOCC2)ccc1[N+](=O)[O-]	-44	-53	-36	0	-14	-77	21	-4	-14	-10	-65
CCOC(=O)/C(N=Nc1ccc(F)cc1)=C(/O)c1ccc([N+](=O)[O-])cc1	-6	3	-22	15	9	11	-6	8	0	4	0
Cc1c(C(=O)Nc2ccccc2)oc2c1C(=O)CC(C)(C)C2	-33	-11	-1	15	10	-9	4	5	-12	-2	-14
O=C(NN1CCOCC1)c1cccc(F)c1	-30	7	12	5	19	-7	1	5	0	8	17
c1ccc(-n2nnnc2SCc2cccc3nsnc23)cc1	-39	-4	10	18	10	7	-16	1	-3	-1	-17
O=C(Nc1ccc2c(c1)OCCO2)C1c2ccccc2OCC(=O)N1CC(F)(F)F (stereo not drawn)	16	.	.	.	6	17	-24	.	.	-13	-18
Cc1cccc(/C=N/NC(=O)c2c(-c3ccccc3)noc2C)c1O	26	13	9	5	2	20	12	-9	8	8	13
CCn1c(NC(=O)c2cccs2)nc2ccccc21	-1	-34	-18	-7	4	0	-4	-17	-6	-14	-32
Cc1ccc(OCC(O)Cn2c(=N)n(Cc3ccccc3)c3ccccc32)cc1 (stereo not drawn)	9	17	28	-46	23	-6	34	0	-3	18	-11
COc1ccc(-n2c(Cc3cc(=O)[nH]c(=O)[nH]3)nnc2SCC(=O)NC2CCCC2)cc1	-6	-7	14	0	-4	-30	-11	6	1	-10	4
O=C1OC(N2C(=O)CC[C@H]2C(=O)Nc2cccc(F)c2)c2ccccc21 (stereo partly drawn)	8	3	10	-12	-1	0	-15	-2	3	-4	-5
CCCOc1cccn2c(N(C=O)Cc3ccc(OC)cc3)c(CC)nc12	13	10	-6	-3	-1	21	-14	.	.	-3	6
Cc1ccccc1NC(=O)Nc1nnc([C@@H]2C[C@H](O)[C@@H](CO)O2)s1	-3	7	-16	12	-17	-9	-5	.	.	-1	-11
O=C(N/N=C/C=C\c1ccccc1[N+](=O)[O-])c1cccnc1	-9	-10	10	4	24	6	-3	-20	-6	-5	2
COc1ccc(S(=O)(=O)Nc2ccccc2OC)cc1NC(=O)Cc1cccs1	13	-7	13	-2	11	-16	-10	8	-2	1	-10
COc1cc(CCC(=O)Nc2c(C(=O)N3CCN(c4ccccc4)CC3)oc3ccccc23)on1	2	14	-5	0	13	5	2	-4	5	13	-8
O=C(NCc1ccccc1)C1=C[C@H](C2CC2)C[C@H](OCc2ccc(CO)cc2)O1	-37	-22	8	1	-4	2	18	-9	-10	-1	-6
CCOC(=O)C1=CC[C@@H](c2ccccc2Cl)N(S(=O)(=O)c2ccc(C)cc2)[C@H]1C(=O)OCC	20	1	11	5	14	21	4	6	2	1	-9
CCN(CC)C(=O)c1[nH]cnc1C(=O)Nc1cccc(C)c1	24	-14	-4	.	1	8	-1	-2	0	1	1
O/N=C/c1cc(Cl)ccc1OCc1ccccc1Cl	1	-6	7	2	-16	22	4	16	3	-5	-8
COc1ccc(/C=N/NC(=O)C(C)n2cnc3ccccc3c2=O)cc1OC (stereo not drawn)	-10	-5	-3	16	-3	1	-7	-10	5	6	-1
